Source: PubChem BioAssay (The Scripps Research Institute Molecular Screening Center)
CHO parental Ca = signal in parental CHO cells, OX1R antagonist counter-screen; 330,000 compounds, 0.63% hits; inhibition, % at 5.6 µM; parental CHO-K1, ATP-induced calcium, Fluo-8 fluorescence;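 active = inhibition above that plate's mean sample inhibition plus 3 SD, cut at about 26% in these data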;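 also: 0% = ATP-challenged DMSO wells and 100% = DMSO wells without ATP; some compounds past the cut are filed as inactive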
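Test system: untransfected parental CHO cell line; also added: ATP stimulus; dosing: 5.6 µM, single dose; signal: calcium-sensitive Fluo-8 fluorescence; measure: percent inhibition of ATP-evoked calcium rise, normalized to controls; benchmarks: low control ATP plus DMSO, high control DMSO only; replication: one well per compound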
M4 antag = CHRM4 antagonism in calcium assay; P08173; CHO-hM4 cells, ACh EC80, Fluo-8 calcium fluorescence; inhibition, % at 3 µM; 360,000 compounds, 0.73% hits; AID 624125;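 active = inhibition above its plate's cutoff, the mean inhibition of sample wells plus 3 SD, cut at about 27% in these data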;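 also: 0% = acetylcholine EC80 with DMSO and 100% = DMSO without agonist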
Target sequence (P08173 whole entry, looked up): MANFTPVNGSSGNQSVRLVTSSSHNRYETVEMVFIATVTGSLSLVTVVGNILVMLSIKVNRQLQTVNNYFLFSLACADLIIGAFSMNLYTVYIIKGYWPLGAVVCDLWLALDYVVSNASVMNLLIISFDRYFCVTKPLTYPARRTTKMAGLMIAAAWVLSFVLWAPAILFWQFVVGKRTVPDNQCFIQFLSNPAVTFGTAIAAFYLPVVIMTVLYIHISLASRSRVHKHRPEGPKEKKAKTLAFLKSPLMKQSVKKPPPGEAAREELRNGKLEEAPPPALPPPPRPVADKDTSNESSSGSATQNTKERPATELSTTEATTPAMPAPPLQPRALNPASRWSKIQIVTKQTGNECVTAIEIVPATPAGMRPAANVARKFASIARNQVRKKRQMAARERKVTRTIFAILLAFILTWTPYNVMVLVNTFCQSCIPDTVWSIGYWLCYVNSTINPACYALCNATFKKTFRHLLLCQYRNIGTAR
M1 PAM = human CHRM1 positive allosteric modulation | P11229 | CHO-K1 hM1, Fluo-8 calcium fluorescence, ACh EC20; 0% = ACh EC20, 100% = maximal ACh | activation, % at 3 µM | 360,000 compounds, 0.088% hits | AID 588819; in the data active = activation above about 19%, passing the limit was not always enough
CHO-K1 Ca antag = M1 antagonist counterscreen hit in parental CHO-K1 cells. AID 602250. 360,000 compounds, 0.6% hits. ATP-induced calcium, Fluo-8 fluorescence. inhibition, % at 3 µM;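 active = inhibition above a per-plate cutoff, the plate's mean sample inhibition plus 3 SD, cut at about 24% in these data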;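 also: 0% = DMSO plus EC80 ATP and 100% = DMSO alone without ATP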
M1 antag = human CHRM1 antagonism. CHO-K1 hM1, Fluo-8 calcium fluorescence, ACh EC80 antagonist. 360,000 compounds, 1.3% hits. P11229. inhibition, % at 3 µM;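 active = percent inhibition above its own plate's cutoff, namely the mean of that plate's compound wells plus 3 SD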;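 also: peak over basal fluorescence ratio during 140 s after agonist addition; 0% = ACh EC80 plus DMSO and 100% = DMSO alone without agonist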
OXTR potentiate = potentiators of human oxytocin receptor. CHO-OTR cells, Fluo-8 calcium fluorescence, potentiator mode; 0% = oxytocin EC15, 100% = EC100. activation, % at 3 µM. 320,000 compounds, 0.061% hits. AID 2445;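 active = activation above that plate's cutoff, the mean activation of tested compounds plus 3 SD, cut at about 6.6% in these data, passing the limit was not always enough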;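 also: 100% uses oxytocin at 75 nM as the full agonist control; some results filed as inactive read as strong as hits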
Target sequence (P30559 whole entry, looked up): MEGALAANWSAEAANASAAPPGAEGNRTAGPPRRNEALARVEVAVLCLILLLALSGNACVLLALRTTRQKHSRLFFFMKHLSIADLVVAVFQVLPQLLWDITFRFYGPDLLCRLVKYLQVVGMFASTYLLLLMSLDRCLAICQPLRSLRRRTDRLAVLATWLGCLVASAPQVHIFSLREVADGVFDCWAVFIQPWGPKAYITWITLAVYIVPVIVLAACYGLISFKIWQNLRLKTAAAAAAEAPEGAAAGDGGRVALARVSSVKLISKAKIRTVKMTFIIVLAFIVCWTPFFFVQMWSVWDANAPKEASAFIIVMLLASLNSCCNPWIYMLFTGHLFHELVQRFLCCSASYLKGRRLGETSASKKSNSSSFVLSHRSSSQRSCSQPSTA
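Dosing: Single dose, 3.0 µM nominal final compound concentration | Material: Human OTR in CHO cells | Technique: Kinetic Fluo-8 calcium fluorescence | Benchmarks: EC15 oxytocin alone as 0%, 75 nM oxytocin as 100% | Probe or stimulus: Oxytocin at about EC15, sub-maximal agonist stimulus | Incubation: Compound 6 min at room temperature before oxytocin, 100 s read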
CHO-K1 Ca ag = M1 agonist counterscreen hit in parental CHO-K1 cells. Fluo-8 calcium fluorescence; scaled to maximal ATP response, vehicle zero. activation, % at 3 µM. 360,000 compounds, 0.48% hits; in the data active = activation above about 15%;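 also: untransfected CHO-K1 host cells lacking M1 receptor as counterscreen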
M1 ag = human M1 muscarinic receptor agonism; CHO-K1 hM1, Fluo-8 calcium fluorescence, agonist mode; 0% DMSO, 100% acetylcholine EC100; P11229; 360,000 compounds, 0.33% hits; AID 588814; activation, % at 3 µM;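 active = activation above the run's mean compound activation plus 3 SD, cut at about 16% in these data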;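 also: peak over basal fluorescence ratio within a 140 s kinetic read after compound addition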
M4 ag = CHRM4 agonism in calcium assay; P08173; CHO-K1 hM4/Gqi5, Fluo-8 calcium fluorescence; vehicle 0%, full acetylcholine response 100%; activation, % at 3 µM; 360,000 compounds, 0.14% hits;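 active = activation above the run mean over all test wells plus 3 SD, cut at about 32% in these data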;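 also: peak over basal fluorescence ratio per well then scaled between controls; 0% = DMSO wells and 100% = acetylcholine at EC100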
Numbers without * were called inactive; x = not tested or not shown.

SMILES	CHO parental Ca	M4 antag	M1 PAM	CHO-K1 Ca antag	M1 antag	OXTR potentiate	CHO-K1 Ca ag	M1 ag	M4 ag
CCOc1ccc(NC(=O)c2ccc3snnc3c2)cc1	15	-11	3	-10	-36	-7	0.8	-1	1
CCN(C(=O)CSc1nc2ccccc2c(=O)n1Cc1ccc(C)cc1)C1CCS(=O)(=O)C1 (stereo not given)	10	-1	1	-2	3	1	1.2	-4	0
CC(C)OCCCNC(=O)CCN1C(=O)COc2ccccc21	6	-15	6	-20	-12	2	0.5	-5	1
Cc1cccc(Cn2c(SCCO)nc3c2c(=O)n(C)c(=O)n3C)c1	1	-5	3	-7	0	-8	1.4	-4	1
COc1ccc(C2CC(c3ccc(OC)cc3)n3nc(NC(=O)c4ccco4)nc3N2)cc1 (stereo not given)	-3	-4	-7	-3	20	-12	1.2	-5	2
CCN(CC)S(=O)(=O)c1ccc(Cl)c(C(=O)Oc2cccnc2)c1	-3	-9	-4	16	8	-11	-0.3	-3	1
O=C1NC(=O)C(CC(=O)N(Cc2ccco2)C2(C(=O)NC3CCCCC3)CCCCC2)N1 (stereo not given)	-1	-2	5	-12	-7	-3	0.5	-3	1
CCNc1nc(N2CCCC2)nc(N2CCCC2)n1	-7	4	-7	4	4	3	0.7	-13	0
Cn1nc(CC(=O)NC2CCCCCCCCCCC2)c2ccccc2c1=O	-8	-5	2	-4	-5	-2	0.5	-3	0
CCN1C(=O)C(F)(CC)C(=O)c2ccccc21 (stereo not given)	-1	6	5	7	-3	4	0.6	-6	0
COCCNC(=S)N(C)[C@H]1C[C@H]2c3cc(N4CCN(C)CC4)ccc3CCN2C(=O)[C@H]1[C@H](C)O	x	-5	0	9	-9	x	-0.1	-4	0
CCCCNS(=O)(=O)c1ccc(OC)c(Cl)c1Cl	-12	-1	7	-4	-4	0	0.3	-7	-2
Cc1cc(C)n2nc(SCC(=O)Nc3ccccc3)nc2n1	-10	-6	4	-7	-4	2	1.1	-3	0
COCc1cc(C)nc(Nc2ccc(C)c(C)c2)c1C#N	-14	-3	1	-13	0	-9	0.2	-4	0
Cc1nnc(N/N=C/c2cccc(C(F)(F)F)c2)n1N	-9	-4	7	-11	-9	-11	1.2	-2	3
CNc1oc(-c2ccccc2Cl)nc1C#N	-4	1	-3	5	7	6	2.8	-2	1
O=C(NNC(=O)c1ccc(Cl)cc1Cl)c1csc(-c2cccnc2)n1	-44	-11	9	-8	-17	-4	2.3	-3	4
O=C(Nc1ccccc1Cl)c1ccc2nc(N3CCOCC3)sc2c1	-1	-1	-3	2	-4	-7	3.8	1	13
CC(=O)N1CCN(C(=O)c2cc3c(s2)CCCC3)CC1	x	-6	11	0	-18	x	0.3	-4	1
Cc1cc(OCC(=O)Nc2nccs2)c2c(C)cc(=O)oc2c1	7	2	-1	-5	12	-9	-0.1	0	0
CCOC(=O)C(NCCCCl)c1ccccc1 (stereo not given)	-10	5	5	-7	-5	2	0.4	-5	0
Cc1c(/C=N/Nc2ccc([N+](=O)[O-])cn2)c2ccccc2n1Cc1ccccc1	-8	-9	-1	-5	10	0	1.6	-3	1
Cc1cccc(C2=NN(c3ccccc3)[C@@H](C(=O)N3CCOC3=O)[C@@H]2c2ccc([N+](=O)[O-])cc2)c1	-14	-10	0	-5	-1	x	0.2	-2	1
CCC(C)Nc1nc(N)c([N+](=O)[O-])c(Nc2ccccc2OC)n1 (stereo not given)	-37	-5	5	-18	-8	-11	0.2	-3	0
Cc1c(C(=O)NCc2ccc(C#N)cc2)sc(=O)n1Cc1ccc(C(=O)N(C)C)cc1	x	-8	12	-4	-18	x	-0.2	-5	x

An excerpt from above with just M1 PAM, CHO-K1 Ca ag and OXTR potentiate.
| SMILES | M1 PAM | CHO-K1 Ca ag | OXTR potentiate |
| --- | --- | --- | --- |
| COCc1cc(C)nc(Nc2ccc(C)c(C)c2)c1C#N | 1 | 0.2 | -9 |
| CCN(CC)S(=O)(=O)c1ccc(Cl)c(C(=O)Oc2cccnc2)c1 | -4 | -0.3 | -11 |

The listing continues.
SMILES	CHO parental Ca	M4 antag	M1 PAM	CHO-K1 Ca antag	M1 antag	OXTR potentiate	CHO-K1 Ca ag	M1 ag	M4 ag
O=C(NCC1CC1)[C@]1(C(F)(F)F)C[C@H](CCC2CCCCC2)CCCO1	2	-3	8	-11	1	4	0.1	-1	2
C/C(Cl)=C/Cn1c(SCC(C)C)nc2c1c(=O)[nH]c(=O)n2C	-16	-3	-2	-6	3	-4	1.0	-5	0
COc1ccnc(NCc2cccc(C(F)(F)F)c2)c1C#N	0	-15	7	-32	-28	-3	1.5	2	0
COC(=O)[C@]12CCCCC=C1N(CCC1=CCCCC1)C(=O)[C@H](CC(=O)N1CCOCC1)C2	x	-2	x	-15	x	x	2.1	x	4
CC(CN1CCN(C)CC1)OC(=O)c1ccc(Cl)cc1 (stereo not given)	-12	-7	-9	-22	-10	-6	1.1	-6	1
COC(=O)/C=C/c1ccc2c(c1)OCO2	14	3	10	-1	-13	-3	0.1	-3	1
O=C(CCCn1c(=S)[nH]c2ccsc2c1=O)NC1CCCCC1	-5	5	-3	-12	14	-7	0.8	-2	1
Cc1ccc2nc(CCCc3nc4ccc(C)cc4[nH]3)[nH]c2c1	x	-6	12	-5	-14	x	0.0	-7	-1
CC(=O)c1c(O)cc(O)cc1O	x	-9	2	9	-1	x	-0.1	-4	1
Cc1ccc(-c2ccc(=O)n(CC(=O)NCC3COCCO3)n2)cc1 (stereo not given)	5	-7	8	-7	-13	-9	-1.1	-3	-2
CC(C)(C)c1ccc(C2=CSC3=NCCN23)cc1	4	0	3	2	-7	-8	8.4	-3	2
O=C(Nc1nnc(SCc2c(Cl)cccc2Cl)s1)C1CCCO1 (stereo not given)	-14	1	-7	-29	9	-4	2.6	-6	6
COc1cc(N2CCOCC2)ncn1	3	-3	6	-9	-2	-4	0.5	-3	1
Fc1ccc(Oc2nc(-c3ccccn3)nc3ccccc23)cc1	-16	3	12	5	-14	-5	0.3	0	1
COc1cc(-c2c(NC(=O)c3ccco3)oc3ccccc3c2=O)cc(OC)c1OC	-20	-4	0	-12	4	-3	5.5	1	12
O=C(NNC(=O)C(c1ccccc1)c1ccccc1)c1cccs1	-19	-1	3	2	-11	-2	1.4	1	3
CC1CCN(S(=O)(=O)c2ccc3c(c2)N(CC(=O)NCCCN2CC(C)CC(C)C2)C(=O)CS3)CC1 (stereo not given)	-2	-3	8	-10	-14	0	1.3	-5	0
CCC(=O)Nc1ccc(Oc2ccc(NC(=O)CC)c(NC(=O)CC)c2)cc1	-9	4	8	0	-4	-2	0.1	-5	0
Cc1ccc(OCC(O)Cn2c(N3CCCCC3)nc3c2c(=O)[nH]c(=O)n3C)cc1C (stereo not given)	-9	-1	2	-4	-8	-8	1.0	-2	3
COc1cccc(NC(=O)Nc2nnc(Cc3ccc(OC)c(OC)c3)s2)c1	-8	6	1	-10	3	-8	2.6	-2	1
CCN1C(=NCCc2ccc(Br)cc2)N[C@@H](c2ccccc2)[C@H](C(=O)OC)[C@H]1C	-2	5	-13	-16	9	-3	0.7	-10	1
CC(C)CC1c2[nH]c3ccccc3c2CCN1CCCn1cccn1 (stereo not given)	-30	4	1	-4	1	-2	0.0	-13	2
Clc1ccc(C=NN2CCCCCC2)cc1	x	8	2	-8	-9	x	0.5	-3	0
COC(=O)c1cc(S(=O)(=O)NCCc2ccccc2)c[nH]1	-2	-6	7	-7	-7	-7	1.2	1	4
CCOC(=O)C1CCN(C(=O)c2ccc(CNS(=O)(=O)c3ccc(C)cc3)cc2)CC1	-15	5	7	-15	-12	-15	0.4	-3	3
SMILES	CHO parental Ca	M4 antag	M1 PAM	CHO-K1 Ca antag	M1 antag	OXTR potentiate	CHO-K1 Ca ag	M1 ag	M4 ag
O=C(O)CSc1nnc(CNc2ccccc2Cl)n1-c1ccccc1	-7	5	9	-7	-7	-3	0.1	0	0
CC1=NN(C(N)=S)C(=O)C1N=Nc1cccc(C)c1 (stereo not given)	-8	23	-2	-9	9	-8	0.0	-1	1
O=C(NCc1ccco1)c1ccc(NS(=O)(=O)c2cccc(F)c2)cc1	-5	3	14	-2	-18	-3	0.3	2	1
Cc1nn(C2CCS(=O)(=O)C2)c(C)c1C=O (stereo not given)	4	-2	8	-12	-5	-1	0.8	-2	1
CCc1ccc2c(CSc3nnnn3C)cc(=O)oc2c1	-4	0	8	7	-8	-1	0.2	-7	0
O=C(CCl)Oc1ccc2occ(C(=O)c3cccs3)c2c1	0	-8	1	-10	-19	-5	0.6	-1	1
COc1ccc([C@H]2/C=C\CN(S(=O)(=O)c3ccc(C)cc3)[C@@H](C)C(=O)N2Cc2ccc(F)cc2)cc1	-12	0	1	-4	-1	-13	0.2	-4	4

Ordered by count of non-hydrogen atoms (smallest number first): some entries from above.
SMILES	CHO parental Ca	M4 antag	M1 PAM	CHO-K1 Ca antag	M1 antag	OXTR potentiate	CHO-K1 Ca ag	M1 ag	M4 ag
CC(=O)c1c(O)cc(O)cc1O	x	-9	2	9	-1	x	-0.1	-4	1
CCN1C(=O)C(F)(CC)C(=O)c2ccccc21 (stereo not given)	-1	6	5	7	-3	4	0.6	-6	0
CC(CN1CCN(C)CC1)OC(=O)c1ccc(Cl)cc1 (stereo not given)	-12	-7	-9	-22	-10	-6	1.1	-6	1
COC(=O)c1cc(S(=O)(=O)NCCc2ccccc2)c[nH]1	-2	-6	7	-7	-7	-7	1.2	1	4
C/C(Cl)=C/Cn1c(SCC(C)C)nc2c1c(=O)[nH]c(=O)n2C	-16	-3	-2	-6	3	-4	1.0	-5	0
O=C(CCCn1c(=S)[nH]c2ccsc2c1=O)NC1CCCCC1	-5	5	-3	-12	14	-7	0.8	-2	1
CCN(CC)S(=O)(=O)c1ccc(Cl)c(C(=O)Oc2cccnc2)c1	-3	-9	-4	16	8	-11	-0.3	-3	1
CCN1C(=NCCc2ccc(Br)cc2)N[C@@H](c2ccccc2)[C@H](C(=O)OC)[C@H]1C	-2	5	-13	-16	9	-3	0.7	-10	1
Cc1c(C(=O)NCc2ccc(C#N)cc2)sc(=O)n1Cc1ccc(C(=O)N(C)C)cc1	x	-8	12	-4	-18	x	-0.2	-5	x
COc1ccc(C2CC(c3ccc(OC)cc3)n3nc(NC(=O)c4ccco4)nc3N2)cc1 (stereo not given)	-3	-4	-7	-3	20	-12	1.2	-5	2
COCCNC(=S)N(C)[C@H]1C[C@H]2c3cc(N4CCN(C)CC4)ccc3CCN2C(=O)[C@H]1[C@H](C)O	x	-5	0	9	-9	x	-0.1	-4	0
COc1ccc([C@H]2/C=C\CN(S(=O)(=O)c3ccc(C)cc3)[C@@H](C)C(=O)N2Cc2ccc(F)cc2)cc1	-12	0	1	-4	-1	-13	0.2	-4	4
